Bioassay records as filed in PubChem BioAssay.
Mac1 fbg enh: CD11b/CD18-fibrinogen binding enhancement; K562 CD11b/CD18 adhesion to fibrinogen, ATPlite luminescence; 93,000 tested, 0.07% active; activation, % at 10 µM; P05107+P11215; AID 1499;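 active = 10 µM primary screen giving 50% or more activity, confirmed by 40% or more on retest at that dose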; also: strong numbers were not always called active; reference of the scale not given here
Target sequence (P05107 whole entry, looked up, other chains not shown): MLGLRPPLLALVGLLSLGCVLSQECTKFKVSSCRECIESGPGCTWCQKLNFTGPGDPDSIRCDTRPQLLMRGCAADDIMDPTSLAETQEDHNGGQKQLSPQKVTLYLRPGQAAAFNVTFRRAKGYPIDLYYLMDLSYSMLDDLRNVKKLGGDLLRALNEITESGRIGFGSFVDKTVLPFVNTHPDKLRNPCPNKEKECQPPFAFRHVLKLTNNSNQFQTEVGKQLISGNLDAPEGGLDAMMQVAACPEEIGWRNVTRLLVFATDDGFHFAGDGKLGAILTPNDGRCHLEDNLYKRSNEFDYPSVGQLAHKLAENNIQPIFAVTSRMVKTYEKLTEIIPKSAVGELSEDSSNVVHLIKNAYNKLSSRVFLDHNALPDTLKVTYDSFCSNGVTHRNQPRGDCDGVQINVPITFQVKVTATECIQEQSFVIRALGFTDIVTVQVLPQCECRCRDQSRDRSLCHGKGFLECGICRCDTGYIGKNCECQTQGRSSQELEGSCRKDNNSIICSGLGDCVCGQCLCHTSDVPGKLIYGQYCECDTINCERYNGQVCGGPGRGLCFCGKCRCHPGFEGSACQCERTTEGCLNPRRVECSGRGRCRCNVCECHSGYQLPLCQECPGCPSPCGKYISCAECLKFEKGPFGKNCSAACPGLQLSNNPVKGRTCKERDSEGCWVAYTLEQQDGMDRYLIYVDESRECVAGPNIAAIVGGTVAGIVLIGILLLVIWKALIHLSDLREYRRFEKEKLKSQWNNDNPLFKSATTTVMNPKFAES
ERa SRC1 pot: ER-alpha (human) coactivator binding potentiation; P03372; TR-FRET ERalpha-LBD/SRC-Cy5 coactivator binding, 2 h; 100 = basal binding, no effect; coactivator binding (% of control), % at 25.6 µM; 86,000 tested, 1.3% active; AID 639; in the data active = activity above about 200%;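 also: binding measured in presence of low estradiol as agonist stimulus; 0% = peptide alone without receptor and 100% = receptor with peptide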
MT1-MMP txn act: MT1-MMP promoter transcription activation. HT1080 MT1-MMP promoter luciferase reporter, luminescence, overnight; active compounds read high. activation factor at 10 µM. 86,000 tested, 0.16% active. AID 750;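 active = activation factor of at least 2 for MT1-MMP transcription at 10 µM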
ERa coact inh: ER-alpha (human) coactivator binding inhibition. 86,000 tested, 1.7% active. TR-FRET ER-alpha LBD / SRC-1 peptide, estradiol-bound. inhibition, % at 25.6 µM. AID 629; in the data active = inhibition above about 50%;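 also: 0% = receptor plus peptide control and 100% = peptide only without receptor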
FAK inh: FAK (human) kinase inhibition; inhibition, %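 (tested at 7 µM)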; AID 727; Q05397; 97,000 tested, 0.84% active; biochemical FAK kinase activity assay; in the data active = inhibition above about 19%;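 also: 0% = DMSO and 100% = reference compound high control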
Ecoli WT expand: growth inhibitors of E. coli BW25113 wild type. growth inhibition, % at 100 µM. OD600 absorbance. 98,000 tested, 0.15% active. AID 710;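 active = growth inhibition above about 50% at one test dose, limit read from the data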;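 also: growth measured after 20 h incubation at 37 °C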
ERb coact inh: ER-beta (human) coactivator binding inhibition; Q92731; TR-FRET ER-beta LBD / SRC1-Cy5 peptide binding; receptor agonist-loaded with 1 µM estradiol; inhibition, % at 25.6 µM; 86,000 tested, 1.3% active; AID 633;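 active = compounds whose percent inhibition of the receptor-coactivator binding signal exceeds about 50% in the single-dose screen, limit read from the data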;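 also: 0% = receptor plus peptide wells without compound and 100% = peptide-only wells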
PLAP act: activators of human placental alkaline phosphatase | P05187 | purified PLAP enzyme, luminescent substrate read-out; active compounds read high | activation fold at 20 µM | 96,000 tested, 1.2% active; in the data active = activation fold above about 2
CD11b adhes inh: inhibitors of human CD11b/CD18 binding to fibrinogen | K562 CD11b/CD18 adhesion to fibrinogen, ATPlite luminescence; Mn2+ added to activate the integrin | inhibition, % at 10 µM | 93,000 tested, 0.54% active | AID 1497;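 active = primary inhibition of 50% or more at 10 µM, then 40% or more on retest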; also: some results filed as inactive read as strong as hits
Numbers without * were called inactive; . = not tested or not shown; [ ] = another dose, or the depositor's remark.

[1] CC(C)CN(CC(C)C)C(=O)Cc1coc2ccc3ccccc3c12
[2] CC1(C)CC(=O)C(C=NCCCn2ccnc2)=C(O)C1
[3] O=C(NCc1cccs1)C1CCCCC1
[4] Cc1ccc(NC(=O)CSc2nnc(Cc3cccn3C)n2-c2ccc(F)cc2)c(C)c1
[5] Cc1ccc(Cl)cc1N1CCN(Cc2nc3c(c(=O)[nH]c(=O)n3C)n2CCc2ccccc2)CC1

compound no.	1	2	3	4	5
Mac1 fbg enh	0	-3	4	-2	.
ERa SRC1 pot	88	106	.	126	94
MT1-MMP txn act	1.2	1	.	1.1	1.2
ERa coact inh	-6	-4	.	-3	10
FAK inh	2	0	2	0	-1
Ecoli WT expand	3	0	4	6	.
ERb coact inh	6	-2	.	-7[fluorescence artefact?]	2
PLAP act	1.1	1	1	1.3	.
CD11b adhes inh	21	-8	-42	2	.

[6] CCN(CC)C(=O)Cn1cnc([N+](=O)[O-])n1
[7] CC1CCN(Cc2nc3c(c(=O)n(C)c(=O)n3C)n2Cc2c(F)cccc2Cl)CC1
[8] O=[N+]([O-])c1ccc(Cl)c(C2Nc3cccc4cccc(c34)N2)c1
[9] CCCCP(=O)(CCCC)Cc1ccccc1O
[10] OCCN(Cc1ccccc1)Cc1cccc(F)c1

compound no.	6	7	8	9	10
Mac1 fbg enh	-3	.	0	-2	0
ERa SRC1 pot	.	113	.	115	.
MT1-MMP txn act	.	1.2	.	1	1
ERa coact inh	.	10	.	-4	.
FAK inh	1	-2	1	-1	0
Ecoli WT expand	6	.	-2	-2	-8
ERb coact inh	.	0	.	1	.
PLAP act	0.9	.	1	0.9	1
CD11b adhes inh	5	.	1	-2	-9

Part of the list above, bar-delimited:
# | Structure | Mac1 fbg enh | ERa SRC1 pot | MT1-MMP txn act | ERa coact inh | FAK inh | Ecoli WT expand | ERb coact inh | PLAP act | CD11b adhes inh
6 | CCN(CC)C(=O)Cn1cnc([N+](=O)[O-])n1 | -3 | . | . | . | 1 | 6 | . | 0.9 | 5
7 | CC1CCN(Cc2nc3c(c(=O)n(C)c(=O)n3C)n2Cc2c(F)cccc2Cl)CC1 | . | 113 | 1.2 | 10 | -2 | . | 0 | . | .

Further results.
[11] COc1ccc(-c2noc(CN(C(=O)C(C)(C)C)C(C)C)n2)cc1
[12] OC1CCN(C(c2ccc3ncccc3c2)c2nnnn2C2CCCCC2)CC1 (stereo unspecified)
[13] CCCCCN(C(=O)NC(=O)NC(C)CC)S(C)(=O)=O (stereo unspecified)
[14] O=c1cnn(-c2ccc(Cl)cc2Cl)c(-c2ccccc2)c1
[15] Cc1nn(-c2ccccc2)c(C)c1C(=O)OCC(=O)Nc1ccc2c(c1)OCO2

compound no.	11	12	13	14	15
Mac1 fbg enh	-3	0	4	-2	-1
ERa SRC1 pot	97[fluorescence artefact?]	87	92	97[fluorescence artefact?]	98
MT1-MMP txn act	1.8	0.9	1.2	1.1	1
ERa coact inh	0	0	2	-6	-1
FAK inh	1	-10	-9	0	-2
Ecoli WT expand	-5	-5	0	-15	-3
ERb coact inh	6	-2	5	10	-3
PLAP act	1.3	0.8	0.9	0.8	1.2
CD11b adhes inh	9	-11	-3	-19	2

[16] Cc1cc(C)c2cc(CN(CC3CCCO3)S(=O)(=O)c3ccc4c(c3)OCCO4)c(=O)[nH]c2c1 (stereo unspecified)
[17] O=C(NC(=S)Nc1ccc2[nH]ncc2c1)c1ccccc1
[18] CC1(C(=O)O)CCC(C(=O)NC2CCCCC2)C1(C)C (stereo unspecified)
[19] Cc1nn(C)c(C)c1S(=O)(=O)N1CCC(C(=O)NCC2COc3ccccc3O2)CC1 (stereo unspecified)
[20] Cc1cc(O)c(C(C)C)cc1N=C1CSC(=O)N1

compound no.	16	17	18	19	20
Mac1 fbg enh	-3	1	-4	-1	3
ERa SRC1 pot	88[fluorescence artefact?]	.	121	115[fluorescence artefact?]	54
MT1-MMP txn act	1.1	.	1	1.1	1.2
ERa coact inh	0	.	6	-4	6
FAK inh	6	12	-1	3	-2
Ecoli WT expand	-4	2	-5	6	6
ERb coact inh	0	.	3	-3	19[fluorescence artefact?]
PLAP act	1.6	1.4	0.9	1.3	1.1
CD11b adhes inh	2	-2	-10	-3	10

[21] COC(=O)C1=C(C(=O)OC)C2(OC1c1cccc(F)c1)C(=O)c1ccccc1C2=O (stereo unspecified)
[22] Cc1nn(-c2ccccc2)c2[nH]c(=O)c(CNc3ccc4c(c3)OCCO4)cc12
[23] CC(C)Oc1ccc(CNCC2(O)CCOC(C)(C)C2)cc1 (stereo unspecified)
[24] Cc1ccc(S(=O)(=O)N2CCCC(C(=O)NC3=NCCS3)C2)cc1 (stereo unspecified)
[25] O=S(=O)(O/N=C1\CCCc2ccccc21)c1ccc(Cl)cc1

compound no.	21	22	23	24	25
Mac1 fbg enh	-3	1	.	1	-2
ERa SRC1 pot	92	99	128	.	109
MT1-MMP txn act	.	1.3	1.1	1.1	1.2
ERa coact inh	1	-9[fluorescence artefact?]	-16	.	-11
FAK inh	10	1	-2	-4	0
Ecoli WT expand	2	3	3	-2	0
ERb coact inh	-2	-3	3	.	5
PLAP act	1.1	1.2	.	0.8	1.3
CD11b adhes inh	-7	16	.	-15	0

[26] COc1c(F)c(F)c(C(=O)O)c(Nc2ccccc2C)c1F
[27] Cc1nnc(SCc2nc(N)nc(Nc3ccccc3)n2)s1
[28] CCOc1ccc(Br)cc1S(=O)(=O)Nc1ccc(N2CCOCC2)cc1
[29] CCCCCCC(=O)N(O)C1CC(=O)N(c2ccc(C)cc2)C1=O (stereo unspecified)
[30] O=C(Nc1cccc(F)c1)c1ccc(S(=O)(=O)NCC2CCCO2)cc1 (stereo unspecified)

compound no.	26	27	28	29	30
Mac1 fbg enh	3	-1	-2	1	-8
ERa SRC1 pot	107	83	.	89	119
MT1-MMP txn act	1.3	1.4	.	1	1.2
ERa coact inh	4	2	.	-6	8[fluorescence artefact?]
FAK inh	-5	6	0	3	-6
Ecoli WT expand	1	-2	0	6	3
ERb coact inh	7	23	.	-6	7[fluorescence artefact?]
PLAP act	1	1	1.1	1	1
CD11b adhes inh	5	21	14	-9	8

Sorted by formula weight (ascending): some entries from above
[25] O=S(=O)(O/N=C1\CCCc2ccccc21)c1ccc(Cl)cc1
[30] O=C(Nc1cccc(F)c1)c1ccc(S(=O)(=O)NCC2CCCO2)cc1 (stereo unspecified)
[28] CCOc1ccc(Br)cc1S(=O)(=O)Nc1ccc(N2CCOCC2)cc1

compound no.	25	30	28
Mac1 fbg enh	-2	-8	-2
ERa SRC1 pot	109	119	.
MT1-MMP txn act	1.2	1.2	.
ERa coact inh	-11	8[fluorescence artefact?]	.
FAK inh	0	-6	0
Ecoli WT expand	0	3	0
ERb coact inh	5	7[fluorescence artefact?]	.
PLAP act	1.3	1	1.1
CD11b adhes inh	0	8	14

Further compounds follow:
[31] Cc1ccc(/C=N/N2CCN(Cc3cccc4ccccc34)CC2)o1
[32] CC1=C(C(=O)N2CCCCC2)C(c2cccs2)C2=C(CCCC2=O)N1 (stereo unspecified)
[33] CCC(C(=O)NC1CCCC1)N(Cc1ccc2c(c1)OCO2)C(=O)c1snc(C(N)=O)c1N (stereo unspecified)
[34] Cc1ccc(NC(=O)CSc2nnc(CSc3nc(C)cc(C)n3)n2Cc2ccco2)c(C)c1
[35] CCCc1nc2oc3c(OCC)ncnc3c2c2c1COC(C)(C)C2

compound no.	31	32	33	34	35
Mac1 fbg enh	-1	.	-5	0	-3
ERa SRC1 pot	95	108	106	134	100
MT1-MMP txn act	1.1	1.1	1.1	1	1
ERa coact inh	1	5	-1	-1	6
FAK inh	2	-2	9	0	1
Ecoli WT expand	-6	2	-3	-2	6
ERb coact inh	16	4	-11	-9	3
PLAP act	1.2	1.4	0.9	1.4	1.1
CD11b adhes inh	-7	.	1	1	-15

[36] CN(CC(=O)NC1CCCCC1)S(=O)(=O)c1ccc(Br)s1
[37] Cc1noc(C)c1CSc1ncnc2ccccc12
[38] Cc1cc(NC(=O)CN2CC3CC(C2)c2cccc(=O)n2C3)nc2c1c(=O)oc1ccccc12 (stereo unspecified)
[39] CS(=O)(=O)N(Cc1ccc(Cl)cc1)c1ccc(C(=O)NCCC2=CCCCC2)cc1
[40] O=C(CCn1c(=O)oc2ccccc21)NCc1cccs1

compound no.	36	37	38	39	40
Mac1 fbg enh	-2	0	-5	-1	.
ERa SRC1 pot	92	105	47[fluorescence artefact?]	109	94
MT1-MMP txn act	.	1.2	1.1	1	1.2
ERa coact inh	0	-11	61*[fluorescence artefact?]	2[fluorescence artefact?]	34
FAK inh	2	1	.	-1	-1
Ecoli WT expand	-3	4	.	-4	.
ERb coact inh	9	-5	58*	6[fluorescence artefact?]	31
PLAP act	1.1	1.5	1.5	1.2	.
CD11b adhes inh	6	3	8	15	.

[41] CCC1CCCN1Cn1cnc2c([nH]c3ccccc32)c1=O (stereo unspecified)
[42] c1ccc(-c2nnc(CSc3nnc(-c4ccncc4)n3Cc3ccco3)o2)cc1
[43] C/C(=N\N=C(c1ccccc1)c1ccccc1)c1cccs1
[44] COc1ccc(Nc2nc(Cl)nc(NCc3ccco3)n2)cc1
[45] CCC(=O)/C=C1\Sc2ccc(OC)cc2N1CCO

compound no.	41	42	43	44	45
Mac1 fbg enh	-3	-1	1	-2	.
ERa SRC1 pot	116	117	.	.	84
MT1-MMP txn act	1	1	.	.	1
ERa coact inh	3[fluorescence artefact?]	-8	.	.	5
FAK inh	8	1	9	4	-5
Ecoli WT expand	9	-5	1	-3	0
ERb coact inh	5[fluorescence artefact?]	-8	.	.	9[fluorescence artefact?]
PLAP act	1.1	1.2	1	1	.
CD11b adhes inh	12	-10	0	4	.

[46] COc1ccc(C(CC(=O)O)NC(=O)COc2ccccc2)cc1OC (stereo unspecified)
[47] CCOC(=O)c1c(C)oc2ccc(OCC(=O)N(CC)CC)cc12
[48] CCOC(=O)Nc1ccc(C)cc1NC(=O)OCC
[49] CCOC(=O)Cn1c(=O)oc2cc(S(=O)(=O)NC(C)c3ccccc3)ccc21 (stereo unspecified)
[50] O=C(C1CCCN(S(=O)(=O)c2cccs2)C1)N1CCc2ccccc2C1 (stereo unspecified)

compound no.	46	47	48	49	50
Mac1 fbg enh	-2	-2	.	3	-2
ERa SRC1 pot	107	108	141	121	87[fluorescence artefact?]
MT1-MMP txn act	1	0.9	1.1	.	1
ERa coact inh	-1[fluorescence artefact?]	-3	-5	-4	4
FAK inh	-2	-3	-2	-4	3
Ecoli WT expand	-1	7	2	7	-6
ERb coact inh	-1[fluorescence artefact?]	1	-2	-2	-10
PLAP act	1	1.4	1	0.8	0.9
CD11b adhes inh	40	1	.	-10	-1

[51] CN(C)C(=O)c1ccc2c(c1)n(C)c(=O)n2C
[52] CC(C)n1cc(/C=N\NC(=O)c2cc3c(ccc4ccccc43)o2)c2ccccc21
[53] N#Cc1ccc(-c2ccc(Cl)cc2)nc1SCC(=O)c1cccc(Cl)c1
[54] CCC(=O)N1CCN(c2nc(-c3ccccc3)c3c(c2C#N)CCCC3)CC1
[55] COc1ccc(CCNC(=O)c2ccc(N3CCCC3=O)cc2)cc1OC
[56] Cc1ccc(C)c(N2CCN(C(=O)c3cc4ccccn4n3)CC2)c1

compound no.	51	52	53	54	55	56
Mac1 fbg enh	.	15	-5	2	3	3
ERa SRC1 pot	100	.	.	94	108	122
MT1-MMP txn act	1.1	.	.	1.4	1.3	1.1
ERa coact inh	-2	.	.	-1	-4	-2
FAK inh	0	0	-2	4	-1	2
Ecoli WT expand	.	-18	-10	-7	-7	9
ERb coact inh	-13	.	.	-11	0	-10
PLAP act	.	0.9	0.6	1.7	1.4	1.2
CD11b adhes inh	.	10	16	-8	-19	0
